Screens as filed in PubChem.
YAP1 CTGF inhibition = reduction of CTGF mRNA in DLD1 cells – DLD1 colon cancer cells, RT-qPCR, single point, primary screen (AID 743449); 0.9% of 9,900 active; inhibition, % at 12.5 µM; DLD1 CTGF mRNA qPCR, 24 h; hits give high values;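 active = mean normalized replicate activity at least 50 and at least half of replicates each reaching 50; inconclusive = only one of the two criteria met; inactive = neither criterion met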;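 note: 0% = neutral control wells and 100% = dasatinib control wells; higher means stronger suppression of CTGF expression like dasatinib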
Pax4 mRNA alpha TC1 = Pax4 mRNA upregulation in alpha cells – RT-PCR, mouse alpha TC1 cells, single point, primary screen (AID 1053180); mouse alpha TC1 cells, Pax4 mRNA qPCR, 6 days; hits give high values; 100% = Pax4 plasmid added at qPCR; activation, % at 10 µM; 0.2% of 9,600 active;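 active = highest normalized replicate activity of 15 or more, or at least half the replicates reach 15 or more; inactive = neither condition met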;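 note: pax4 Ct normalized to GAPDH with activation seen as lower delta delta Ct; plate controls were plate neutral control wells for no effect and Pax4 plasmid positive control for full effect; each compound tested in two replicate wells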
Starred values were filed as active, the others as inactive; ? = inconclusive; . = not tested or not shown. An excerpt; count on the stated rates, not on these rows.

SMILES	YAP1 CTGF inhibition	Pax4 mRNA alpha TC1
COCC(=O)Nc1ccc2c(c1)C(=O)N(C)C[C@@H](OC)[C@H](C)CN(C(=O)c1ccncc1)[C@H](C)CO2	-11	0.0
O=C(Nc1cccc(F)c1)N1CCCCN2[C@H](C1)[C@@H](c1ccc(C#Cc3cccnc3)cc1)[C@@H]2CO	-33	0.0
OC[C@@H]1Nc2ccc(C#Cc3ccc(F)cc3)cc2[C@H]2[C@@H]1CCN2Cc1ccc2c(c1)OCO2	29	0.0
COCC(=O)N1CC[C@H]2[C@H](CO)Nc3ccc(C#Cc4ccc(F)cc4)cc3[C@H]21	-8	0.0
COCC(=O)N1[C@@H](CO)[C@@H](c2ccccc2)C12CN(C(=O)c1ccccc1)C2	-16	.
COc1ccc(S(=O)(=O)Nc2ccc3c(c2)C(=O)N([C@H](C)CO)C[C@H](C)[C@H](CN(C)C(=O)Nc2c(C)noc2C)OCCCC[C@@H](C)O3)cc1	3	0.0
O=C(NC[C@@H]1[C@@H](c2ccccc2)[C@@H](CO)N1Cc1cccnc1)c1ccccn1	-21	0.0
CC(C)N(C[C@H]1[C@@H](c2ccccc2)[C@@H](CO)N1CC1CC1)C(=O)C1CCC1	-30	0.0
COc1ccc(-c2ccc([C@@H]3[C@@H](CO)N4C(=O)CN(C(=O)Cc5ccccn5)C[C@@H]34)cc2)cc1	17	0.0
C[C@@H]1CN([C@H](C)CO)C(=O)c2cc(NC(=O)CCC(F)(F)F)ccc2O[C@@H](C)CCCCO[C@@H]1CN(C)C(=O)c1ccncc1	-8	0.0
C[C@H]1CCCCO[C@H](CN(C)C(=O)NC2CCCCC2)[C@@H](C)CN([C@@H](C)CO)C(=O)c2cc(N(C)C)ccc2O1	-9	0.0
C[C@@H]1CN([C@H](C)CO)C(=O)c2c(c3ccccc3n2C)-c2ccccc2CO[C@@H]1CN(C)C(=O)Nc1ccc2c(c1)OCO2	8	0.0
CCCC(=O)N1CC2(CN(C(=O)C3CC3)C2)c2c(n(C)c3cc(OC)ccc23)[C@H]1CO	-10	0.0
C[C@@H]1CN([C@H](C)CO)C(=O)Cc2cc(N(C)C)ccc2O[C@H]1CN(C)C(=O)NC1CCCCC1	-1	0.0
COc1ccc2c3c([nH]c2c1)[C@@H](CO)N(Cc1ccncc1)CC31CN(C(=O)CN(C)C)C1	22	0.0
CN1C(=O)c2cc(NC(=O)Nc3ccccc3Cl)ccc2OC[C@H]2O[C@H](CC(=O)O)CC[C@@H]21	-1	0.0
COCC(=O)N1[C@@H](CO)[C@H](c2ccc(-c3ccccc3OC)cc2)C12CN(C(C)=O)C2	-9	.
Cc1ccccc1-c1ccc([C@@H]2[C@@H](CO)N3CCCCN(S(=O)(=O)Cc4ccccc4)C[C@H]23)cc1	-81	0.0
O=C(CCN1CCCCC1)N[C@@H]1CC[C@H](CCn2cc(-c3cccc(F)c3)nn2)O[C@@H]1CO	-7	0.0
COCCNC(=O)C[C@H]1CC[C@H]2[C@@H](COC[C@@H](O)CN2S(=O)(=O)c2ccccc2F)O1	-10	0.1
CN(C)CC(=O)N1[C@H](CO)[C@@H](c2ccccc2-c2ccccc2F)[C@@H]1C#N	-9	0.0
CCN(C[C@@H]1N[C@@H](CO)[C@H]1c1ccccc1)C(=O)c1ccncc1	-20	0.0
CS(=O)(=O)N1[C@H](C#N)[C@H](c2ccccc2-c2ccccc2F)[C@H]1CO	-43	0.0
COc1ccc([C@@H]2C/C=C\C[C@H](c3ccc4c(c3)OCO4)NC(=O)CCC(=O)N2)c(OC)c1	10	0.0
CCCNC(=O)N1C[C@@H](O)COC[C@H]2O[C@H](CC(=O)OC)CC[C@@H]21	-6	0.0
CCCC(=O)Nc1ccc2c(c1)C(=O)N(C)[C@@H]1CC[C@H](CC(=O)NCc3cccc(F)c3)O[C@H]1CO2	-12	0.0
CO[C@H]1CN(C)C(=O)c2cc(NC(=O)c3nc4ccccc4s3)ccc2OC[C@H](C)NC[C@H]1C	15	0.0
COc1ccc2c3c([nH]c2c1)[C@@H](CO)N(C(=O)Nc1ccc(F)cc1)CC31CN(C(=O)Nc2c(C)noc2C)C1	-9	0.0
O=C(C[C@@H]1CC[C@H]2[C@@H](COC[C@@H](O)CN2C(=O)c2ccc3c(c2)OCO3)O1)NC1CCC1	-7	0.0
O=C(C[C@H]1CC[C@H]2[C@@H](COC[C@@H](O)CN2CCC(F)(F)F)O1)NCC1CC1	-7	0.0
O=C(c1ccccn1)N1CC2(C1)[C@@H](c1ccccc1)[C@@H](CO)N2Cc1ccc(F)cc1	4	.
CCC(=O)Nc1ccc2c(c1)C(=O)N(C)C[C@H](OC)[C@H](C)CN(Cc1nccs1)[C@H](C)CO2	7	0.0
C[C@@H]1CN([C@@H](C)CO)C(=O)Cc2cc(NS(=O)(=O)c3cccs3)ccc2O[C@@H]1CN(C)CC1CCCCC1	-7	0.0
Cc1noc(C)c1S(=O)(=O)N(C)C[C@H]1OCCCC[C@@H](C)Oc2ccc(N(C)C)cc2C(=O)N([C@@H](C)CO)C[C@@H]1C	-1	0.0
C[C@H](CO)N1C[C@H](C)[C@H](CN(C)C(=O)C2CCCCC2)OCCCC[C@H](C)Oc2ccc(NS(=O)(=O)c3ccccc3)cc2C1=O	-25	0.0
COCC(=O)Nc1ccc2c(c1)[C@H]1C[C@@H](CC(=O)N[C@H](C)c3ccccc3)O[C@@H](CO)[C@H]1O2	-44	0.0
COc1ccccc1-c1ccc([C@@H]2[C@@H](C#N)N[C@@H]2CO)cc1	-35	0.0
CCCNC(=O)N1CC2(C1)[C@H](c1ccccc1)[C@@H](CO)N2Cc1ccc(Cl)cc1	-33	.
O=C(C[C@@H]1CC[C@H](NS(=O)(=O)c2ccccc2F)[C@H](CO)O1)NCCCN1CCOCC1	22	0.0
Cc1ccc(-c2ccccc2[C@@H]2[C@H](C#N)N(S(C)(=O)=O)[C@H]2CO)cc1	10	0.0
O=C(CCN1CCCCC1)N[C@@H]1CC[C@@H](CCn2cc(-c3cccc(F)c3)nn2)O[C@H]1CO	-14	0.0
CS(=O)(=O)N1Cc2cc(C(=O)O)nc(-c3cccc(-c4ccccc4F)c3)c2[C@@H]1CCO	9	0.0
CNC(=O)C[C@H]1CC[C@H]2[C@@H](COC[C@H](O)CN2Cc2ccccc2F)O1	-31	0.0
CS(=O)(=O)N1[C@H](C#N)[C@@H](c2ccc(/C=C/c3ccccc3)cc2)[C@H]1CO	7	0.0
CC(C)[C@H]1C(=O)N[C@@H](c2cccc(Cl)c2)CC=CC[C@H](C)Oc2ccccc2C(=O)N1C (mixture of isomers)	-91	0.4
Cc1noc(C)c1S(=O)(=O)Nc1ccc2c(c1)C(=O)N([C@H](C)CO)C[C@@H](C)[C@@H](CN(C)Cc1ccc(C(=O)O)cc1)OCCCC[C@H](C)O2	-1	0.0
O=C(N[C@@H]1CC[C@@H](CC(=O)N2CCOCC2)O[C@@H]1CO)c1cccc(F)c1	13	0.0
CN1[C@H](C(=O)NCc2ccccn2)[C@@H](CO)[C@@H]2Cn3c(ccc(-c4ccc(F)cc4)c3=O)[C@@H]21	-24	0.0
Cc1nc(N2[C@H](C#N)[C@H](c3ccccc3)[C@H]2CO)sc1C	-14	0.0
O=C(C[C@H]1CC[C@@H](NS(=O)(=O)c2ccccc2F)[C@H](CO)O1)NCCCN1CCOCC1	8	0.0

Whole records from above. Values in the order: YAP1 CTGF inhibition | Pax4 mRNA alpha TC1
Cc1nc(N2[C@H](C#N)[C@H](c3ccccc3)[C@H]2CO)sc1C is entered as -14 | 0.0
O=C(N[C@@H]1CC[C@@H](CC(=O)N2CCOCC2)O[C@@H]1CO)c1cccc(F)c1 is entered as 13 | 0.0
CNC(=O)C[C@H]1CC[C@H]2[C@@H](COC[C@H](O)CN2Cc2ccccc2F)O1 is entered as -31 | 0.0

(further entries)
SMILES	YAP1 CTGF inhibition	Pax4 mRNA alpha TC1
Cc1nn(C)cc1NC(=O)C[C@H]1CC[C@@H]2[C@H](COc3ccc(NC(=O)C4CCOCC4)cc3C(=O)N2C)O1	-28	0.0
C[C@@H]1CN([C@H](C)CO)C(=O)CCCn2nncc2CO[C@H]1CN(C)S(=O)(=O)c1ccc(Oc2ccccc2)nc1	7	0.0
O=C(C1CCC1)N1CC(=O)N2[C@H](C1)[C@@H](c1ccc(Br)cc1)[C@@H]2CO	-3	0.0
COc1ccccc1CN1[C@H](CO)[C@@H]2c3ccccc3N(C(=O)C3CCOCC3)C[C@@H]21	9	0.0
O=C(Nc1cccc(F)c1)N1CCCCN2[C@H](C1)[C@H](c1ccc(C#Cc3cccnc3)cc1)[C@@H]2CO	?	0.0
O=C(C[C@H]1CC[C@@H]2NC[C@H](O)COC[C@H]2O1)NCCc1ccncc1	-84	0.0
CO[C@H]1CN(C)C(=O)c2cc(NC(=O)c3ccc(F)cc3)ccc2OC[C@@H](C)N(C(=O)CC2CC2)C[C@H]1C	6	0.0
Cc1cccc(S(=O)(=O)N2C[C@H]3[C@@H](c4ccccc42)[C@@H](CO)N3C(=O)c2ccccc2)c1	-4	0.0
COc1ccc2c3c([nH]c2c1)[C@@H](CO)N(Cc1nccs1)CC31CCN(C(=O)C2CCCCC2)CC1	-36	0.0
C[C@H](CO)N1C[C@H](C)[C@@H](CN(C)S(C)(=O)=O)OCCCC[C@H](C)Oc2ccc(NC(=O)NC3CCCCC3)cc2C1=O	3	0.0
Cc1nc(N2[C@@H](C#N)[C@H](c3ccccc3)[C@@H]2CO)sc1C	27	0.0
CNC[C@@H]1Oc2ncc(-c3cncnc3)cc2C(=O)N([C@@H](C)CO)C[C@H]1C	11	0.0
CO[C@@H]1CN(C)C(=O)c2cc(NC(=O)c3ccc(Oc4ccccc4)cc3)ccc2OC[C@H](C)NC[C@H]1C	-19	0.0
CC(C)C#Cc1ccc([C@H]2[C@@H](CO)N3C(=O)CN(C(=O)Cc4ccccc4)C[C@@H]23)cc1	18	0.0
O=C(C1CCOCC1)N1CC[C@@H]2[C@H]1c1cc(-c3cccc(F)c3)ccc1N[C@@H]2CO	15	0.0
C[C@@H]1CN([C@@H](C)CO)C(=O)c2cccc(NC(=O)NC3CCCCC3)c2O[C@@H]1CN(C)Cc1ccc(C(F)(F)F)cc1	15	0.0
CCCC#Cc1ccc([C@@H]2[C@@H](CO)N3C(=O)CN(S(=O)(=O)c4ccccc4C)C[C@H]23)cc1	-13	0.0
CC(C)NC(=O)NCC[C@@H]1CC[C@@H](NS(=O)(=O)c2ccc(Oc3ccccc3)cc2)[C@H](CO)O1	-14	0.0
CCS(=O)(=O)Nc1ccc2c(c1)C(=O)N(C)[C@@H]1CC[C@@H](CC(=O)N[C@@H]3CCN(Cc4ccccc4)C3)O[C@H]1CO2	?	0.0
CN(C)C(=O)c1cccc(-c2ccc3n(c2=O)C[C@H]2[C@H](CO)[C@@H](C(=O)NCC4CC4)N[C@@H]32)c1	10	0.0

2 records drawn at random from the list so far, as already listed:
SMILES	YAP1 CTGF inhibition	Pax4 mRNA alpha TC1
Cc1noc(C)c1S(=O)(=O)N(C)C[C@H]1OCCCC[C@@H](C)Oc2ccc(N(C)C)cc2C(=O)N([C@@H](C)CO)C[C@@H]1C	-1	0.0
CCCNC(=O)N1CC2(C1)[C@H](c1ccccc1)[C@@H](CO)N2Cc1ccc(Cl)cc1	-33	.

Next structures follow.
SMILES	YAP1 CTGF inhibition	Pax4 mRNA alpha TC1
CN(C)C(=O)C[C@H]1C[C@@H]2c3cc(NC(=O)c4cccnc4)ccc3O[C@@H]2[C@H](CO)O1	-2	0.0
CC(C)(C)[S@@](=O)N1Cc2cc(C(=O)NCCN3CCCC3)nc(-c3cccc(-c4ccc(C#N)cc4)c3)c2[C@H]1CCO	-8	0.0
COc1ccc(NC(=O)N(C)C[C@@H]2OCCCC[C@H](C)Oc3ccc(NC(=O)c4ccncc4)cc3C(=O)N([C@H](C)CO)C[C@@H]2C)cc1	16	0.0
O=C1CNC[C@@H]2[C@@H](c3ccc(C4=CCCC4)cc3)[C@H](CO)N12	-19	0.0
CCNC(=O)C[C@@H]1CC[C@@H]2[C@H](COC[C@@H](O)CN2C(=O)c2ccccn2)O1	10	0.0
C[C@@H]1CN([C@@H](C)CO)C(=O)c2c(c3ccccc3n2C)-c2ccccc2CO[C@H]1CN(C)Cc1cccc(C(=O)Nc2ccccc2N)c1	-61	2.9
COc1ccc(NC(=O)N2CCCCN3[C@@H](CO)[C@H](c4ccc(-c5ccccc5F)cc4)[C@@H]3C2)cc1	60*	0.0
O=C(C[C@H]1CC[C@@H](NC(=O)C2CC2)[C@@H](CO)O1)Nc1ccccc1	-17	0.0
COc1ccc(S(=O)(=O)Nc2cccc3c2O[C@H](CN(C)CC2CCCCC2)[C@@H](C)CN([C@H](C)CO)C3=O)cc1	17	0.0
O=C([C@@H]1[C@@H](CO)[C@@H]2Cn3c(ccc(C4=CCCCC4)c3=O)[C@H]1N2Cc1nccs1)N1CCCCC1	-6	0.0
COc1cc(CN2CC3(CCN(C(=O)Nc4c(C)noc4C)CC3)c3c(n(C)c4cc(OC)ccc34)[C@@H]2CO)cc(OC)c1	6	0.0
C/C=C/c1ccccc1[C@H]1[C@@H](C#N)N(C(=O)Cc2ccccn2)[C@@H]1CO	-9	0.0
COc1ccc(C#Cc2ccc([C@@H]3[C@@H](CO)N4C(=O)CN(C(=O)NC(C)C)C[C@@H]34)cc2)cc1	-2	0.0
C[C@H](NC(=O)C[C@@H]1CC[C@@H]2[C@@H](COc3ccc(NS(=O)(=O)c4ccc(Cl)cc4)cc3C(=O)N2C)O1)c1ccccc1	3	0.0
C[C@H]1CN([C@@H](C)CO)C(=O)c2cc(-c3ccc(F)cc3)cnc2O[C@H]1CN(C)S(C)(=O)=O	15	0.0
CCCC(=O)N1C[C@@H]2[C@H](c3ccccc31)[C@H](CO)N2Cc1cocn1	-41	0.0
